TRPC4 agonist = activators of mouse TRPC4 channel. Q9QUQ5. HEK293 TRPC4beta/mu-opioid, Fluo4 calcium fluorescence; stronger effect = higher value. B-score at 10 µM. actives 0.49% (n = 310,000). AID 2237;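 active = B-score above 5 SD of library B-scores, and initial fluorescence ratio not above library mean plus 5 SD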;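 also: positive B-score marks a calcium rise read as TRPC4 activation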
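Test system: HEK293 cells stably co-expressing mouse TRPC4beta and mu-opioid receptor | Schedule: Fluo4 dye loading 45 min at room temperature, 110 s recording | Measured by: Kinetic Fluo4 calcium fluorescence, 5 s baseline at 1 Hz | Evaluation: B score of integrated ratio | Controls: Buffer (low) and maximal DAMGO (high)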
TMEM16A act = activators or potentiators of mouse TMEM16A chloride channel; Q8BHY3; HEK293 TMEM16A/YFP-H148Q/I152L, iodide quench fluorescence; stronger effect = lower value; B-score at 10 µM; actives 0.3% (n = 340,000);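 active = fluorescence-ratio B-score plate-corrected deviation score at least 3 library SD below zero, with starting fluorescence score within 5 deviations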;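 also: channel opened by trigger with iodide after compound preincubation; score built on the fluorescence ratio of max minus min over baseline; more negative score means more quench and so TMEM16A activation or potentiation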
KCNK3 inh = human KCNK3 channel inhibition, primary screen; CHO-KCNK3 thallium flux, FluxOR fluorescence; stronger effect = lower value; B-score at 10 µM; actives 0.84% (n = 340,000);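 active = B-score under library mean minus 4 SD, starting fluorescence ratio at most library mean plus 5 SD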;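 also: more negative B-score means stronger inhibition of thallium flux through KCNK3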
TRPC4 potent = TRPC4 (mouse) allosteric potentiation; B-score at 10 µM; actives 0.42% (n = 310,000); AID 2227; HEK293 TRPC4beta/mu-opioid, DAMGO EC20, Fluo-4 Ca2+ flux; stronger effect = higher value; Q9QUQ5;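 active = B-score of calcium response area above 5 SD of library B-scores, with initial fluorescence ratio within 5 SD of library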;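 also: B-score of integrated fluorescence ratio over time as area under calcium response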
ANO1 block = mouse TMEM16A channel inhibition, primary screen; Q8BHY3; actives 1.2% (n = 310,000); HEK293 TMEM16A/YFP iodide influx fluorescence, ionomycin; normalized B-score (activity score, 25-100; higher = stronger inhibition) at 10 µM;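 active = ratio plate-corrected score three or more library SD toward inhibition, starting fluorescence score within five deviations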;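 also: score derived from kinetic fluorescence span divided by baseline fluorescence per well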
KCNQ1 inh = inhibitors of human KCNQ1 potassium channel. CHO-K1 KCNQ1, FluxOR thallium flux fluorescence; stronger effect = higher value. B-score at 10 µM. actives 1.3% (n = 310,000). AID 2642;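 active = compounds whose thallium flux B-score, printed positive for inhibition, exceeds three library SD while starting fluorescence stays within three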;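 also: channel opened by potassium depolarization with thallium stimulus after 20 min compound exposure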
Target sequence (P51787 whole entry, looked up): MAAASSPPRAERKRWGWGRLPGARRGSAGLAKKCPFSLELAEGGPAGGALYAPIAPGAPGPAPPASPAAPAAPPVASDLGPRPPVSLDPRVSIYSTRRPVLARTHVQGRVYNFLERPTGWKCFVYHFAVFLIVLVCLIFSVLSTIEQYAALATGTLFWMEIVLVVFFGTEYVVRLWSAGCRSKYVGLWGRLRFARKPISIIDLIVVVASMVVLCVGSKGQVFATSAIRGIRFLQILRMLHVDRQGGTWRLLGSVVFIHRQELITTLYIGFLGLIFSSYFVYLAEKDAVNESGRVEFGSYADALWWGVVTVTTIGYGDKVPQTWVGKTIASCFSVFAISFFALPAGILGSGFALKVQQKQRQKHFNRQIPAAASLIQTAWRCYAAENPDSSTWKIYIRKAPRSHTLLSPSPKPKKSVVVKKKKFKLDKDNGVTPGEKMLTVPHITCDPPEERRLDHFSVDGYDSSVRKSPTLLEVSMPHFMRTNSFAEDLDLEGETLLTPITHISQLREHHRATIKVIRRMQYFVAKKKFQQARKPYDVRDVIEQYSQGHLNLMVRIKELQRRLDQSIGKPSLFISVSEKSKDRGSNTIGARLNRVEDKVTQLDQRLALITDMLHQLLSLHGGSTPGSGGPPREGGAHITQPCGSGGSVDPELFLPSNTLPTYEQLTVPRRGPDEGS
KCNQ1 act = potentiators or activators of human KCNQ1 potassium channel; P51787; CHO-K1 KCNQ1, thallium flux FluxOR fluorescence; stronger effect = higher value; B-score at 10 µM; actives 0.35% (n = 310,000);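 active = fluorescence ratio B-score, a plate-corrected score, at least three library SD, with initial intensity B-score within 5 SD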
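System: CHO-K1 cells stably expressing KCNQ1 / Medium: assay buffer for compound exposure, DMSO matched across wells / Reagent: thallium- and potassium-containing depolarizing buffer / Compound: one concentration, matched DMSO / Incubation: 20 min compound pretreatment at room temperature / Measured by: kinetic FluxOR fluorescence, 10 s baseline plus 110 s post-stimulus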
hERG rescue = hERG (human) protection from proarrhythmic block; Q12809; CHO-hERG, FluxOR thallium flux, dofetilide IC70 present; activation (rescue from dofetilide block), less the hit threshold, % at 10 µM; actives 0.51% (n = 310,000); AID 1511;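 active = activation above the mean of controls blocked by dofetilide plus 5 SD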;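 also: thallium influx through hERG after potassium depolarization seen as dye fluorescence rise; in these data hits start at about 4.7%; inactives centre near -7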
KCNK9 block = inhibitors of human KCNK9 two-pore domain potassium channel; HEK293 KCNK9, FluxOR thallium flux fluorescence; stronger effect = lower value; B-score at 10 µM; actives 1.2% (n = 310,000);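 active = ratio B-score over 3 SD below the library mean, with starting fluorescence within 5 SD of its mean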;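 also: negative B-score means less thallium flux so channel inhibition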
Target sequence (Q9NPC2 whole entry, looked up, the tested form may be a part): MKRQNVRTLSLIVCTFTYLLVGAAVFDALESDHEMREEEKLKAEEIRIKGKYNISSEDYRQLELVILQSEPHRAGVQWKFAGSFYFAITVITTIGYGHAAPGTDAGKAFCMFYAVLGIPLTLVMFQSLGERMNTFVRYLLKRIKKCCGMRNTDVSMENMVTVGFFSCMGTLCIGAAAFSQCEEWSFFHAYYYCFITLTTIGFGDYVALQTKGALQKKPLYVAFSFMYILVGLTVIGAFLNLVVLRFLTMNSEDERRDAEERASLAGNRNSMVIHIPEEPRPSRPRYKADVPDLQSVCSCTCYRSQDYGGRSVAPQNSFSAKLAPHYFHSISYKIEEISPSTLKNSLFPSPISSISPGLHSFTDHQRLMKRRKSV
Dyrk1A ADPGlo = Dyrk1A (rat) kinase inhibition; actives 0.43% (n = 310,000); Q63470; inhibition, % at 12.5 µM; ADP-Glo luminescence, NFATc1 peptide; in the data active = inhibition above about 50%;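 also: plate controls were vehicle with enzyme for no effect and no enzyme for full effect; many of its hits are not listed in these tables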
HDAC3 inh = blocks human histone deacetylase 3; inhibition, % at 8.3 µM; actives 0.15% (n = 320,000); recombinant HDAC3, fluorogenic peptide/trypsin coupled, fluorescence; O15379; in the data active = inhibition above about 26%, passing the limit was not always enough; inconclusive = no clear call, values can overlap the other calls
* hit, by the source's call; i = inactive; u = inconclusive; x = no result given. A portion of the library (hit frequency here may not be typical).

#	canonical_smiles	TRPC4 potent	KCNK3 inh	TRPC4 agonist	KCNK9 block	KCNQ1 inh	Dyrk1A ADPGlo	KCNQ1 act	ANO1 block	HDAC3 inh	TMEM16A act	hERG rescue
1	O=C(C1CCN(c2ccc(N3CCOCC3)nn2)CC1)N1CCc2ccccc2C1	i	i	i	i	i	-2	i	i	-1	i	-8
2	Cc1c(NS(=O)(=O)c2cc(C(=O)NCc3ccco3)cc(Cl)c2Cl)c(=O)n(-c2ccccc2)n1C	i	i	i	i	i	7	i	i	0	i	-11
3	O=C1c2ccccc2C(=O)N1c1nc(-c2cccs2)cs1	i	i	i	i	i	1	i	i	2	i	-3
4	O=C(CCSc1ccccc1)Nc1ccc(S(=O)(=O)N2CCOCC2)cc1	i	i	i	i	i	-7	i	i	5	i	-4
5	N/C(=N\OC(=O)N1c2ccccc2Sc2ccccc21)c1ccc(Br)cc1	i	i	i	i	i	3	i	i	7	i	-2
6	NC(=O)COC(=O)/C=C/c1cccc(Br)c1	i	i	i	i	i	-3	i	i	7	i	-2
7	O=C1N(Cc2cccc(Cl)c2)C[C@@H]2C[C@@H](c3cccn3-c3cccnc3)N3CCC[C@@]123	i	i	i	i	i	3	i	i	-1	i	-11
8	CN1CCN(C(=O)Cn2ncc3c([nH]c4ccccc43)c2=O)CC1	i	i	i	i	i	1	i	i	-1	i	-3
9	COc1ccccc1-n1c(C)c2c(OC)cccc(=O)c2c1C	i	i	i	i	i	x	i	i	3	i	-9
10	Cc1ccc(CNC(=O)CSc2ccc(-c3ccccn3)nn2)cc1	i	i	i	i	i	-6	i	i	-2	i	-10
11	CCn1nc(C)c(CN2CCC(n3nccc3NC(=O)CCCc3ccccc3)CC2)c1C	i	i	i	i	i	-1	i	i	-4	i	-6
12	CCOc1cc(C(=O)NC)cc(Br)c1OCc1ccccc1	i	i	i	i	i	x	i	i	-4	i	-12
13	CCCCC(CC)C(=O)Nc1cc(C(=O)NCc2ccc(C)cc2)ccc1N1CCC2(CC1)CC(c1ccccc1)=NO2 (configuration not stated)	i	i	i	i	i	-17	i	i	5	i	-6
14	CN(Cc1cccs1)c1ncnc2sccc12	i	i	i	i	i	9	i	25*	3	i	-13
15	O=C(NCCCn1ccnc1)Nc1ccc(Cl)cc1Cl	i	i	i	i	i	13	i	i	1	i	-9
16	COc1ccc(NC(=O)c2cc(S(=O)(=O)NCC3COc4ccccc4O3)ccc2F)cc1 (configuration not stated)	i	i	i	i	i	-3	i	i	4	i	-9
17	O=C(CSc1nnc(-c2ccccc2)n1-c1ccc(Cl)cc1)NNC(=S)Nc1ccccc1	i	i	i	i	i	-5	i	i	2	i	-10
18	Nc1ccc(Cc2ccc(N)c(C(=O)O)c2)cc1C(=O)O	i	i	i	i	i	3	i	i	-22	i	-3
19	CCN(CC)CCOc1ccccc1C(C)=O	i	i	i	i	i	-3	i	i	4	i	-12
20	Cc1cccc(N2C(=O)/C(=C\c3ccc(OC(F)F)cc3)c3ccccc3C2=O)c1	i	i	i	i	i	-3	i	i	0	i	-3
21	O=S(=O)(c1ccc(-c2nnc(SCc3nnc(-c4ccccc4)o3)o2)cc1)N1CCCC1	i	i	i	i	i	4	i	i	-6	i	-9
22	O=C(C[n+]1ccc(/C=N/O)cc1)N1CCCCC1	i	i	i	i	i	-9	i	i	7	i	-16
23	COc1cc(/C=C2\SC(=S)N(CC(=O)Nc3ccc(O)cc3)C2=O)cc(OC)c1OC	i	i	i	i	i	-5	i	x	x	i	-5
24	c1ccc(Oc2cccc(OCCCCN3CCCC3)c2)cc1	i	i	i	i	i	-4	i	i	-1	i	-14
25	CCN(CC)c1ccc(C(=O)NC(=S)Nc2cc(S(=O)(=O)N3CCOCC3)ccc2-n2cncn2)cc1	i	i	i	i	i	3	i	i	3	i	-11
26	CCOc1ccc(C(CC(=O)O)NC(=O)CCCOc2ccc(Cl)cc2C)cc1 (configuration not stated)	i	i	i	i	i	-2	i	i	0	i	-4
27	CCSc1ncc(CO)c(N)n1	i	i	i	i	i	-3	i	i	3	i	-3
28	O=C(NCC(=O)N(c1ccccc1F)C(C(=O)NC1CCCC1)c1ccco1)c1ccco1 (configuration not stated)	i	i	i	i	i	-3	i	i	3	i	-9
29	O=C(OCC(=O)N1CCCc2ccccc21)c1ccccc1[N+](=O)[O-]	i	i	i	i	i	3	i	i	-4	i	-16
30	Cc1ccc(OCC2Cn3c(nc4c3c(=O)[nH]c(=O)n4C)O2)cc1C (configuration not stated)	i	i	i	i	i	-3	i	i	-1	i	-6

Carrying on:
#	canonical_smiles	TRPC4 potent	KCNK3 inh	TRPC4 agonist	KCNK9 block	KCNQ1 inh	Dyrk1A ADPGlo	KCNQ1 act	ANO1 block	HDAC3 inh	TMEM16A act	hERG rescue
31	CCCCC(=O)Nc1ccccc1N1CCOCC1	i	i	i	i	i	-6	i	i	-2	i	-9
32	CC(=O)Nc1ccc(NC(=O)c2cccc3ccccc23)cc1	i	i	i	i	i	0	i	i	-1	i	-5
33	COCCOc1ccc(C(F)(F)F)cc1NC(=O)Cc1ccc(S(=O)(=O)N2CCOCC2)s1	i	i	i	i	i	7	i	i	1	i	-10
34	Cc1cc(Nc2ccccc2)n(-c2cccc(Cl)c2)n1	i	i	i	i	i	2	i	i	0	i	-14
35	Cn1nnnc1SCC(=O)Nc1ccccc1N1CCCCC1	i	i	i	i	i	11	i	i	6	i	-1
36	CS(=O)(=O)N(CC(=O)NCCSCc1cccc(Cl)c1)c1ccccc1F	i	i	i	i	i	x	i	i	-4	i	1
37	Cc1c(S(=O)(=O)Nc2cccc(Cl)c2)c(=O)n(C)c(=O)n1C	i	i	i	i	i	2	i	i	-4	i	-8
38	O=C1NC[C@@H](Cc2cccc3ccccc23)N(CCC23CC4CC(CC(C4)C2)C3)C1=O	i	i	i	i	i	6	i	i	-4	i	-9
39	COc1ccccc1N=c1c2c([N+](=O)[O-])cc([N+](=O)[O-])cc2n(O)n1-c1ccccc1OC	i	x	i	i	i	x	i	i	-3	x	-9
40	CSc1nnc2n(-c3ccccc3)c(=O)c3c4c(sc3n12)CCC4	x	i	x	x	x	-9	x	i	0	i	x
41	Cc1cccc(CS(=O)(=O)Cc2ccc(C(=O)NCC3CCCO3)o2)c1 (configuration not stated)	i	i	i	i	i	x	i	i	3	i	-8
42	CC(C)CNC(=O)c1cccc(NC(=O)Cc2ccc(Cl)cc2)c1	i	i	i	i	i	9	i	i	2	i	-1
43	COCCSc1nnc(NC(=O)C2CCCCC2)s1	i	i	i	i	i	-11	i	i	0	i	-6
44	CC(C)NC(=O)CSc1nc(-c2ccccc2)cs1	i	i	i	i	i	4	i	x	x	i	-4
45	CC(Sc1nnc(COc2ccccc2)n1-c1ccccc1)C(=O)O (configuration not stated)	i	i	i	i	i	-6	i	i	-4	i	2
46	O=C(CSc1nnc(-c2cccs2)n1CC1CCCO1)c1cc2ccccc2o1 (configuration not stated)	i	i	i	i	i	-6	i	i	15	i	-11
47	COc1ccc(CC2(CO)CCN(Cc3c(C)nn(C(C)C)c3C)CC2)cc1	i	i	i	i	i	-7	i	i	3	i	-8
48	CCCNC(=O)Cn1nc(C(F)(F)F)c2c1CCC2	i	i	i	i	i	-8	i	i	-3	i	-7
49	CC(O)CN(CCC(N)=O)CCC(N)=O (configuration not stated)	i	i	i	i	i	-11	i	i	0	i	-7
50	Cc1ccc2oc(=O)c3cc(C(=O)NCc4ccco4)sc3c2c1	i	i	i	i	i	9	i	i	2	i	-7
51	CCOCC(=O)Nc1ccc2c(c1)N(S(=O)(=O)c1cccs1)CCC2	i	i	i	i	i	-2	i	i	1	i	-13
52	O=C(NCc1ccco1)c1cnn2c1NC(c1ccccc1)CC2C(F)(F)F (configuration not stated)	i	i	i	i	i	12	i	i	u	i	-10
53	CCC1COCCS(=O)(=O)N1Cc1ccccc1C (configuration not stated)	i	i	i	i	i	-2	i	i	-3	i	-3
54	CC(=O)Nc1ccc(C(=S)NCC2(N(C)C)CCCCC2)cc1	i	i	i	i	i	0	i	i	4	i	-12
55	COc1ccc(CCNC(=O)CSc2ccsc2[N+](=O)[O-])cc1OC	i	i	i	i	i	-3	i	i	6	i	-4
56	CCOc1ccc2nc(NC(=O)Nc3cccs3)sc2c1	i	i	i	i	i	25	i	i	-1	i	-3
57	COc1ccc(OC)c(NC(=O)C2CCC(CNc3c(N4CCOCC4)c(=O)c3=O)CC2)c1 (configuration not stated)	i	i	i	i	i	3	i	i	6	i	-8
58	CC(C)(C)S(=O)(=O)/C(C#N)=N/Nc1ccc(C#N)cc1	i	i	i	i	i	4	i	i	-1	i	-9
59	CCOc1cc(S(=O)(=O)Nc2ccc(CC)cc2)ccc1Cl	i	i	i	i	i	4	i	i	u	i	-14
60	O=C(Oc1nsnc1N1CCOCC1)N1CCCC1	i	i	i	i	i	3	i	i	-9	i	-12

(next part)
#	canonical_smiles	TRPC4 potent	KCNK3 inh	TRPC4 agonist	KCNK9 block	KCNQ1 inh	Dyrk1A ADPGlo	KCNQ1 act	ANO1 block	HDAC3 inh	TMEM16A act	hERG rescue
61	COCCNC(=O)c1cc(C(=O)CC(C)C)c[nH]1	i	i	i	i	i	1	i	i	4	i	-3
62	COc1ccc(C(=O)Nn2c(SCC(=O)NCC3CCCO3)nc3ccccc3c2=O)cc1 (configuration not stated)	i	i	i	i	i	4	i	i	7	i	-8
63	COc1ccc(NC(=O)C2CCCN(C(=O)Nc3ccc(OC)cc3)C2)cc1 (configuration not stated)	i	i	i	i	i	-2	i	i	-9	i	-4
64	Brc1ccc(C2C3=C(Nc4ncnn42)c2ccccc2OC3c2ccncc2)cc1 (configuration not stated)	i	i	i	i	i	0	i	i	-7	i	-18
65	COc1ccc(NC(=O)N2CCN(S(C)(=O)=O)CC2)cc1OC	i	i	i	i	i	12	i	i	5	i	-3

Only TRPC4 potent, hERG rescue and TMEM16A act (4 entries from above):
entry | SMILES | TRPC4 potent | hERG rescue | TMEM16A act
64 | Brc1ccc(C2C3=C(Nc4ncnn42)c2ccccc2OC3c2ccncc2)cc1 (configuration not stated) | i | -18 | i
63 | COc1ccc(NC(=O)C2CCCN(C(=O)Nc3ccc(OC)cc3)C2)cc1 (configuration not stated) | i | -4 | i
62 | COc1ccc(C(=O)Nn2c(SCC(=O)NCC3CCCO3)nc3ccccc3c2=O)cc1 (configuration not stated) | i | -8 | i
65 | COc1ccc(NC(=O)N2CCN(S(C)(=O)=O)CC2)cc1OC | i | -3 | i

High-throughput results: PubChem, several laboratories
